# Source: PubChem (Sanford-Burnham Center for Chemical Genomics)
# H9c2 TAG inh: triacylglycerol accumulation inhibition; H9c2 cells, Nile Red lipid (TAG) fluorescence; cells loaded with 200 µM oleic acid; inhibition, % at 12.5 µM; 230,000 compounds, 0.66% hits; AID 651582;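 active = pattern-corrected inhibition of lipid staining of at least 50% with the nuclear-stain viability signal not falling by more than 50%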;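 note: 0% = DMSO wells and 100% = triacsin C control wells; some results filed as inactive read as strong as hits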
# H9c2 TAG inh DAPI viability: also measured in H9c2 TAG inh; calls as there; DAPI nuclei signal change (viability), lower = more cytotoxic, %;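 whole-well DAPI fluorescence read on a plate reader as a viability signal; minus 50 percent equals half of cells still viable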
# * marks the source's active call; other numbers are inactive results.
# The first 3 records as a preview:
1. O=C(NCc1cccnc1)Nc1cccc([N+](=O)[O-])c1
2. COc1ccc(CCNC(=O)Cn2c(=O)n(-c3ccc(F)cc3)c(=O)c3sccc32)cc1OC
3. O=C(CO/N=C/c1ccccc1)N1c2ccccc2Oc2ccccc21
Compound	1	2	3
H9c2 TAG inh	16.2	-7.7	-17.8
H9c2 TAG inh DAPI viability	8.3	-3.1	10.5

# This part in full, repeating the preview:
1. O=C(NCc1cccnc1)Nc1cccc([N+](=O)[O-])c1
2. COc1ccc(CCNC(=O)Cn2c(=O)n(-c3ccc(F)cc3)c(=O)c3sccc32)cc1OC
3. O=C(CO/N=C/c1ccccc1)N1c2ccccc2Oc2ccccc21
4. O=C(N[C@@H](Cc1ccccc1)C(=O)N[C@@H](Cc1ccccc1)C(=O)O)OCc1ccccc1
5. CCN(Cc1nc2cc(Cl)ccc2c(=O)[nH]1)C(=O)c1cccc(NC(=O)c2cccs2)c1
6. C=CCC1(CC=C)CCCN1Cc1nc(COc2ccccc2)no1
Compound	1	2	3	4	5	6
H9c2 TAG inh	16.2	-7.7	-17.8	14.0	31.8	2.4
H9c2 TAG inh DAPI viability	8.3	-3.1	10.5	-10.7	3.7	0.5

# Profiles as entered above. Values in the order: H9c2 TAG inh, H9c2 TAG inh DAPI viability
# C=CCC1(CC=C)CCCN1Cc1nc(COc2ccccc2)no1 is entered as 2.4, 0.5
# O=C(NCc1cccnc1)Nc1cccc([N+](=O)[O-])c1 is entered as 16.2, 8.3

# (listing goes on)
7. CCOC(=O)/C(C#N)=C/c1ccc(-c2ccsc2C(=O)OC)o1
8. CN(Cc1nc(Cc2cccc(F)c2)no1)CC1CCOCC1
9. CCNC(=O)C1(C)CCCN(CCOc2ccc(Cl)cc2)C1 (configuration not stated)
10. COc1cc(OC)c(C(=O)NC2CC(C)(C)NC(C)(C)C2)cc1OC
11. COc1cccc(COC(=O)c2ccc(S(=O)(=O)N3CCC(C)CC3)cc2)c1OC
12. CCc1ccc(NC(=O)CSc2nc(C)cs2)cc1
Compound	7	8	9	10	11	12
H9c2 TAG inh	5.8	-4.0	-0.4	5.9	-22.3	0.9
H9c2 TAG inh DAPI viability	20.3	0.2	0.3	1.1	5.2	4.3

13. CC(=O)Oc1ccccc1C(=O)Nc1ccccc1C(=O)N1CCCCC1
14. N#CC1=C(N)Oc2n[nH]c(-c3cccs3)c2C1C1CCCCC1 (configuration not stated)
15. COc1ccc(S(=O)(=O)N(C)CC(=O)N2CCOCC2)cc1Cl
16. CCOc1ccccc1-n1c(SCC(=O)NCc2ccco2)nnc1-c1ccncc1
17. Cc1cc(C)n2nc(SCc3nc4ccccc4[nH]3)nc2n1
18. N#C/C(=C(/O)c1ccc([N+](=O)[O-])s1)c1nc2ccccc2[nH]1
Compound	13	14	15	16	17	18
H9c2 TAG inh	-5.9	-10.5	-3.5	-18.7	7.6	-12.0
H9c2 TAG inh DAPI viability	1.6	-1.2	-12.5	9.8	-1.5	16.7

19. C=CCSc1nnc(-c2cccc3ccccc23)o1
20. COc1ccc(CN2C(=O)C(CC(=O)NCc3cccc4ccccc34)CC(C(=O)N3CCOCC3)=C2C)cc1 (configuration not stated)
21. COc1ccc(N(C(=O)c2ccncc2)S(=O)(=O)c2ccc(OC)c(OC)c2)cc1
22. O=C(/C=C/c1ccccc1)N1CCN(c2ccc([N+](=O)[O-])c(N3CCOCC3)c2)CC1
23. COc1cc(C#N)ccc1OCC(=O)NCc1cccs1
24. CCc1ccccc1OCC(=O)Nc1nc(-c2cccnc2)cs1
Compound	19	20	21	22	23	24
H9c2 TAG inh	-1.1	8.6	-9.9	25.4	-13.3	-7.2
H9c2 TAG inh DAPI viability	5.2	1.5	-4.4	-2.8	5.5	-3.9

25. CCOC(=O)CNC(=O)N1CCC(CCC(=O)N(C)Cc2ccccc2)CC1
26. CC(=O)c1cc(Cl)ccc1OCc1cccc(S(=O)(=O)N2CCOCC2)c1
27. CN(c1ccccc1)S(=O)(=O)c1ccc(C(=O)OCC(=O)NC(N)=O)cc1
28. Cc1c(C(=O)N/N=C/c2ccoc2)cccc1[N+](=O)[O-]
29. COc1ccc(-n2cnc3c(sc4nccc(N(C)C)c43)c2=O)cc1
30. Cc1ccc(S(=O)(=O)N2CCOCC2)cc1C(=O)N1CC(C)OC(C)C1 (configuration not stated)
Compound	25	26	27	28	29	30
H9c2 TAG inh	-0.6	-15.1	-0.6	5.4	-12.6	4.7
H9c2 TAG inh DAPI viability	4.2	0.3	0.4	2.2	2.7	6.3

31. COc1c(Br)cc([N+](=O)[O-])c(OC)c1C(=O)NC(=O)Nc1nc(C)cc(C)n1
32. CCOC(=O)C1(CCOc2ccccc2)CCN(Cc2cccs2)CC1
33. COC(=O)Nc1nc2ccc(Br)cc2s1
34. O=C(C1CCCN(Cc2nc(-c3ccc(Cl)cc3)no2)C1)N1CCOCC1 (configuration not stated)
35. CC1Cc2ccccc2N1C(=O)CSCC(=O)O (configuration not stated)
36. CC(C(=O)NC1CCCc2ccccc21)N1CCN(Cc2ccc3c(c2)OCO3)CC1 (configuration not stated)
Compound	31	32	33	34	35	36
H9c2 TAG inh	10.7	-4.9	-9.4	9.6	6.0	-7.8
H9c2 TAG inh DAPI viability	1.1	-4.2	-6.2	-1.3	-2.8	-1.2

37. Cc1ccc(C(C)NC(=O)Cc2cccs2)c(C)c1 (configuration not stated)
38. NC(=O)c1c(/N=C/c2cccs2)sc2c1CCCC2
39. CC(O)(c1ccccc1)c1nc(-c2csc3ccccc23)cs1 (configuration not stated)
40. Cc1n[nH]c(=O)c2c(NC(=O)CSc3cc(Cl)ccc3Cl)oc(C)c12
41. COc1ccccc1NC(=O)Nc1ccc2c(c1)OCCO2
42. COc1ccc(CNC(=O)COC(=O)CCc2c[nH]c3ccccc23)cc1
Compound	37	38	39	40	41	42
H9c2 TAG inh	-9.0	-5.5	-16.2	-0.8	8.4	8.0
H9c2 TAG inh DAPI viability	3.3	5.9	5.4	5.1	-1.7	-11.7

# The last 4 compounds of the part above lead into the next:
39. CC(O)(c1ccccc1)c1nc(-c2csc3ccccc23)cs1 (configuration not stated)
40. Cc1n[nH]c(=O)c2c(NC(=O)CSc3cc(Cl)ccc3Cl)oc(C)c12
41. COc1ccccc1NC(=O)Nc1ccc2c(c1)OCCO2
42. COc1ccc(CNC(=O)COC(=O)CCc2c[nH]c3ccccc23)cc1
43. Cc1ccc(-c2n[nH]c(=O)c3ccccc23)cc1S(=O)(=O)NCCN1CCOCC1
44. c1ccc(-n2ncc3c(NCC4CCCO4)ncnc32)cc1 (configuration not stated)
45. CC(=O)Nc1cc(NC(C)=O)c(CC(C)C)s1
46. Cc1cccc(N2CCN(c3ccc(C(N)=O)cc3[N+](=O)[O-])CC2)c1C
47. COC(=O)c1cnc(Nc2nc(C(N)COCc3ccccc3)cs2)nc1C(F)(F)F (configuration not stated)
48. COc1ccc(CN2C(=O)C(CC(=O)NCCN3CCOCC3)CC(C(=O)N(C(C)C)C(C)C)=C2C)cc1 (configuration not stated)
Compound	39	40	41	42	43	44	45	46	47	48
H9c2 TAG inh	-16.2	-0.8	8.4	8.0	-1.6	5.2	-14.3	-1.3	2.9	8.3
H9c2 TAG inh DAPI viability	5.4	5.1	-1.7	-11.7	-8.2	1.1	-4.3	11.7	5.0	5.0

49. Cc1[nH]c2ccccc2c1/C=N/NC(=O)c1cc(-c2ccccc2)n[nH]1
50. COc1ccc(NC(=O)CCOc2ccccc2)cc1
51. Cc1nn(CC(=O)NC(C)C(C)C)c(C)c1S(=O)(=O)N1CCCCC1 (configuration not stated)
52. O=C1[C@H]2[C@@H](c3ccc(C(F)(F)F)cc3)N[C@]3(CCCN(Cc4ccc(Cl)cc4)C3=O)[C@H]2C(=O)N1Cc1ccccc1
53. N#CCCN(Cc1ccccc1)C(=O)CCC(=O)c1ccc(F)cc1
54. C[C@@H]1CN([C@@H](C)CO)C(=O)c2cc(NC(=O)Nc3ccc4c(c3)OCO4)ccc2O[C@H]1CN(C)S(=O)(=O)c1ccc(F)cc1
Compound	49	50	51	52	53	54
H9c2 TAG inh	0.2	-5.0	2.1	19.2	2.9	0.3
H9c2 TAG inh DAPI viability	16.3	8.1	-12.3	3.6	-11.8	-7.5

55. COc1cc(OC)c(N(C)S(=O)(=O)c2cccc(C(=O)NC3=NCCS3)c2)cc1Cl
56. CCc1cccc(OCC(=O)Nc2ccc(C)c(S(=O)(=O)N3CCCCCC3)c2)c1
57. C=CC[C@@H](CC(=O)N[C@@H](CO)Cc1ccccc1)C(=O)NCCOC(=O)[C@@H](CC=C)CC(=O)OC(C)(C)C
58. COc1cnc(SCCC(F)=C(F)F)[nH]c1=O
59. Cc1ccc(Cl)c2c1NC(=O)C2(O)CC(=O)c1ccc(F)cc1 (configuration not stated)
60. CCOC(=O)N1CCC(NC(=O)c2ccc3snnc3c2)CC1
Compound	55	56	57	58	59	60
H9c2 TAG inh	10.1	-73.5	1.6	-1.2	9.7	-12.8
H9c2 TAG inh DAPI viability	3.6	5.2	-1.8	-0.1	9.8	8.2

61. COC(=O)C1=C(C)NC(=S)NC1c1ccc(-c2ccccc2C(=O)OC)o1 (configuration not stated)
62. COc1ccc(S(=O)(=O)N2CCCCC2)cc1NC(=O)C1CC1
63. O=C(NCc1ccncc1)C(=O)Nc1ccc2c(c1)OCO2
64. COc1cccc(CN(C)CC(=O)Nc2ccccc2C(=O)Nc2ccccc2)c1OC
65. Cc1cc(NC(=O)C(C)SCC(=O)Nc2cccc(S(=O)(=O)N3CCCCCC3)c2)no1 (configuration not stated)
66. Cc1nnc(NC(=O)CC(NC(=O)C(F)(F)F)c2ccccc2)s1 (configuration not stated)
67. CCOC(=O)N1C(=O)NC(=O)C1c1ccc(OC)cc1 (configuration not stated)
68. Cc1nn(C)c(N)c1-c1ccccc1
69. CCCNC(=O)C1(C)CCN(C(=O)c2cccnc2Oc2ccccc2)C1 (configuration not stated)
Compound	61	62	63	64	65	66	67	68	69
H9c2 TAG inh	-19.6	-4.2	0.4	3.7	-9.7	1.4	-2.9	5.6	-0.7
H9c2 TAG inh DAPI viability	5.1	-7.4	2.4	-5.1	-0.5	-2.6	-0.7	9.9	5.4

# Not all compounds are listed; the hit share may differ from the screen's.
